# Assay outcomes (PubChem BioAssay)
# NCI-60 one-dose screen, 48 h, at 10 µM unless noted. Numbers give growth in % (100 = growth as untreated, 0 = no growth, -100 = all killed).
# OVCAR-8: OVCAR-8 ovarian cancer; hit rate 4.4% among 81,000; AID 1794782
# OVCAR-3: OVCAR-3 ovarian cancer; hit rate 7% among 79,000
# HCC-2998: HCC-2998 colon cancer. hit rate 4.7% among 79,000. AID 1794799
# OVCAR-5: OVCAR-5 ovarian cancer; hit rate 2.9% among 82,000; AID 1794783
# PC-3: PC-3 prostate cancer cells; hit rate 3.9% among 80,000
# KM12: KM12 colon cancer cells; AID 1794800; hit rate 5% among 82,000
# DU-145: DU-145 prostate cancer; AID 1794760; hit rate 4.2% among 81,000
# SW-620: SW-620 colon cancer. hit rate 5.2% among 82,000. AID 1794795
# OVCAR-4: OVCAR-4 ovarian cancer cells. AID 1794784. hit rate 3.7% among 80,000
# * marks the source's active call; other numbers are inactive results; . = no result given; & = joins results of further samples. The calls were made as follows: active = growth percent below 10; inactive = the rest.
smiles,OVCAR-8,OVCAR-3,HCC-2998,OVCAR-5,PC-3,KM12,DU-145,SW-620,OVCAR-4
CCOC(=O)N1CCN(c2nnc(C)c3ccccc23)CC1,102,112,100,95,101,107,100,104,98
COc1cc2nccc(Oc3ccc(NC(=O)C4(C(=O)Nc5ccc(F)cc5)CC4)cc3)c2cc1O,74,79,79,81,57,22,78,34,37
COc1ccc(N)cc1S(=O)(=O)O,101,121,91,.,91,119,123,104,109
CN1C(=O)N(C)C2Nn3c(s/c(=C\c4ccccn4)c3=O)=NC21 (stereo not drawn),101,106,109,104,99,106,111,105,104
O=C1/C(=C\c2ccc[nH]2)c2ccccc2N1c1ccccc1,102,112,94,88,91,96,112,97,68
O=C(/C=C/c1ccc2c(c1)OCO2)c1ccccc1,81,73,95,90,63,37,77,57,81
CCc1ccc(CCCC(=O)O)cc1,107,108,117,98,97,106,102,108,104
NS(=O)(=O)c1ccc(CCn2c(SCC(=O)c3ccc(F)cc3)nc3ccccc3c2=O)cc1,99,111,87,111,106,100,107,103,109
CC(C)c1ccc2c(c1)CC[C@H]1[C@](C)(C#N)CCC[C@]21C,96,112,112,102,94,107,109,102,100
S=C(c1ccco1)N1CCOCC1,101,99,99,96,93,96,102,96,97
O=C(O)c1cn(C2CC2)c2cc(N3CCN(Cc4n[nH]c(=S)n4-c4ccccc4)CC3)c(F)cc2c1=O,106,109,100,101,102,97,103,102,109
c1ccc2cc(-c3ccnc(N4CCNCC4)n3)ccc2c1,86,92,87,89,60,88,95,75,85
COc1ccc(-c2nc3ccccn3c2-c2nc3ccc(F)cc3[nH]2)cc1,.,78,100,94,72,89,107,93,88
NCCCCCNc1cc(O)cc2cccnc12,104,108,118,100,117,111,126,97,100
CN(C)c1ccc(P(=O)(O)c2ccc(N(C)C)cc2)cc1,106,103,102,107,96,104,98,104,104
CC(c1ccccc1)(c1ccccc1)C(O)c1ccccc1 (stereo not drawn),104,97,107,96,68,92,108,102,.
CS(=O)(=O)N1CCN(c2ncc([N+](=O)[O-])c(N3CCN(S(C)(=O)=O)CC3)n2)CC1,107,108,97,98,.,101,109,96,95
CC(=O)c1ccc[n+](C)c1,101,107,97,85,94,106,111,101,104
Cc1nn(-c2ccccc2)c2c1N=c1s/c(=C\c3cn(-c4ccccc4)nc3-c3ccc(Cl)cc3)c(=O)n1C(C)N2 (stereo not drawn),.,109,.,101,82,92,60,103,93
CCCCCCCCN(CCCCCCCC)C(=O)C(C)O (stereo not drawn),105&102,105&112,99&98,102&112,99&97,106&108,104&108,96&97,93&102
COc1ccc(C(C)=O)cc1N,107,103,93,93,100,101,111,108,107
COc1ccc(NC(=O)COc2ccccc2C2c3sc(=O)[nH]c3SC3C4CC(C5C(=O)N(C(C)C(=O)O)C(=O)C45)C23)cc1 (stereo not drawn),103,.,115,105,96,.,119,99,119
COc1ccc(-c2nc(SCC(C)C)nc(NN)c2C#N)cc1,80,64,65,92,64,62,76,86,69
C/C(=N\NC(=O)C(C)SC(C)C(=O)N/N=C(\C)c1cccnc1)c1cccnc1 (stereo not drawn),109,114,106,110,101,107,111,97,.
CNC(=O)c1cc(N2CCc3cc(NC(=O)Nc4ccc(Cl)c(Cl)c4)ccc32)ccn1,90,105,98,97,65,30,97,114,86
CC1CCCC12NC(=O)NC2=O (stereo not drawn),104,109,100,107,95,107,116,108,116
O=C1c2ccccc2-c2nccc3cc(Cl)nc1c23,51,-87*,101,96,8.8*,26,37,-54*,-96*
CCn1nc(C#Cc2c(C)ccc3c(Nc4ccc(Cl)cc4)nccc23)c2c(N)ncnc21,7.0*,7.0*,32,25,19,14,35,25,42
O=C1NC(=O)C2(CCC(C3CCCCC3)CC2)N1 (stereo not drawn),102,100,.,91,101,103,100,104,.
C=CCNC(=O)c1ccccc1,101,88,95,81,99,96,103,99,96
CN(C)c1cc(NN=C(c2ccc(O)cc2)c2ccc(O)cc2)c([N+](=O)[O-])cc1[N+](=O)[O-],8.9*,95,59,98,88,92,97,108,97
O=C1CCCOc2ccccc21,104,112,.,95,97,122,125,104,113
NC(=O)c1cccc(-c2cc(C(N)=O)ccc2Cl)c1,29,-0.2*,58,51,30,31,27,21,59
COC(=O)C(O)c1ccccc1 (stereo not drawn),108,104,104,98,95,106,114,111,113
O=C(CNC(=O)c1cccc2ccccc12)Nc1ccccc1Oc1ccccc1,13,-30*,21,52,2.3*,9.9*,3.9*,23,36
Oc1ccc(-c2nn(-c3ccccc3)cc2-c2nc3ccccc3[nH]2)cc1,97,119,106,114,95,107,120,107,96
Clc1ccc(C2=NNC(c3sc(Cl)nc3Cl)C2)cc1 (stereo not drawn),98,111,94,110,91,96,100,106,82
COC(=O)[C@@H](N)CCCCNC(=O)[C@]12CCC(C)(C)C[C@H]1C1=CC[C@@H]3[C@@]4(C)CCC(=O)C(C)(C)[C@@H]4CC[C@@]3(C)[C@]1(C)CC2,102,111,98,103,93,101,107,107,104
CCCc1c(C)nc2scc(-c3ccc(Cl)cc3)n2c1=O,107,104,106,104,97,98,105,109,97
CNC(=O)c1c(NC(=O)c2ccc(F)cc2F)sc2c1CCC(=O)C2,14,1.0*,13,0.9*,12,9.7*,66,5.1*,-41*
CC(C)(C)CC(C)(C)c1ccc(OCCO)cc1,108,116,110,111,117,99,111,109,124
CN(C)C/C=C/C(=O)Nc1cc2c(Nc3ccc(F)c(Cl)c3F)ncnc2cc1OCCOC(F)F,27,-15*,41,27,11,45,10,3.1*,16
O=c1/c(=C/c2ccc(Cl)cc2Cl)sc2nc(-c3ccccc3)nn12,110,116,118,.,106,101,102,107,.
COc1ccc(-c2nc(-c3ccccc3)c(-c3ccccc3)n2C2CC2)cc1OC1CCCC1,38,50,65,75,40,38,45,37,63
Nc1c(C(=O)Nc2cncc3ccccc23)sc2nc3c(cc12)C(=O)CCC3,105,103,104,105,87,86,108,90,105
Oc1[nH]c2ccccc2c1/C=c1/cc2c(c(-c3ccc(F)cc3)n1)=Nc1ccccc1-2,-20*,-77*,-64*,0.1*,-15*,15,9.3*,-11*,-65*
CCS(=O)(=O)c1ccc(OC)c(N)c1,101,114,117,101,96,106,106,103,108
O=C(O)CCc1ccc(O)cc1,107&112,118&107,108&105,101&103,91&93,110&98,120&105,114&100,109
COc1ccc(S(=O)(=O)NCCCNc2nccc(-c3c(-c4ccc(F)cc4)nc4sccn34)n2)cc1OC,64,85,69,118,54,64,63,86,93
Cc1c/c(=N\NC(=O)Nc2ccc(F)cc2)oc2cc(O)ccc12,98,112,105,95,96,107,109,103,102
O=C(NO)c1ccc(Nc2c(C3CCCCC3)nc3ccccn23)cc1,70,80,95,99,74,89,92,84,81
CN1C2CCC1CC(OC(=O)c1c[nH]c3ccccc13)C2 (stereo not drawn),97,113,93,99,85,106,120,87,100
CSc1nc2nc3c(c(-c4ccc(Cl)cc4)c2c(=O)[nH]1)CN(C)C/C3=C\c1ccc(Cl)cc1,98,117,109,110,109,106,104,101,96
COc1ccc(-c2ccc(NC(=O)Nc3ccc(Cl)cc3)c(C)n2)cc1OC,104,104,106,114,71,101,102,105,103
O=C1c2ccccc2C(=O)c2cc(S(=O)(=O)O)ccc21,107,122,99,103,90,101,113,94,109
O=C(CCl)NCCOc1ccc(Cl)cc1Cl,91,95,90,79,76,87,98,95,82
CC(C)(C)c1nn(-c2ccccc2)c2c1CC1(CN2Cc2ccc(Cl)cc2)C(=O)c2ccccc2C1=O,105,78,91,103,44,90,96,86,73
Cn1cc(-c2noc(C(=O)c3cn(C)c4ncccc34)n2)c2cc(F)ccc21,98,102,104,96,90,85,97,97,91
Nc1ccc(/C=C\C(=O)c2ccccc2)cc1,98,115,104,108,90,98,110,102,103
COc1cc(Cn2c(-c3ccccc3)cc3c2-c2oncc2CC3)cc(OC)c1,22,-47*,17,43,19,10,0.3*,24,52

# Other structures
smiles,OVCAR-8,OVCAR-3,HCC-2998,OVCAR-5,PC-3,KM12,DU-145,SW-620,OVCAR-4
Cc1ccc(/C=C(\C#N)n2nc3cccc(F)c3n2)cc1,94,84,105,97,102,68,98,94,97
COc1ccc(/C=N/n2c(-c3cc(F)c(Cl)cc3Cl)n[nH]c2=S)cc1,97,106,106,103,89,97,99,77,98
CCCCCCCCCCOC(=O)C(C)OC(=O)OC (stereo not drawn),105,107,89,107,94,106,108,99,101
CC[C@]1(O)C[C@@H]2CN(CCc3c([nH]c4ccccc34)[C@@](C(=O)OC)(c3cc4c(cc3OC)N(C)[C@H]3[C@@](O)(C(N)=O)[C@H](O)[C@]5(CC)[C@@H]6C[C@@H]6CN6CC[C@]43[C@@H]65)C2)C1,16,6.8*,25,52,21,12,4.5*,27,52
CC(COc1ccccc1)N(CCCl)Cc1ccccc1 (stereo not drawn),69,88,90,103,68,100,107,90,83
CN(C)C(Cl)(N(C)C)C(Cl)(N(C)C)N(C)C,106,118,113,117,100,114,126,107,117
Sc1ccc2ccccc2c1CNC1CCCCC1,101,102,109,120,89,97,107,112,108
Fc1ccc(-c2cnnn2-c2nonc2-n2cccc2)cc1,94,95,102,95,77,92,99,92,83
Cc1ccc([N+](=O)[O-])c(C(=O)O)c1,103,106,105,85,95,106,106,103,116
Cc1noc(C)c1C(=O)Nc1n[nH]c2ccccc12,105,83,95,93,.,95,176,118,102
C/C=C/C(=O)Nc1ccc(Cl)c(Cl)c1,106,104,106,97,100,104,100,101,.
CC(=O)Nc1ccc(/C=C2\SC(=S)N(/C=C(\C(C)=O)C(N)=O)C2=O)cc1,93,105,94,99,79,101,106,97,99
O=C(Nc1ccc2c(ccn2C(=O)c2cccc(F)c2)c1)c1cccnc1,100,111,106,86,92,89,88,106,79
COc1ccc(-c2c(N)noc2-c2cc(OC)c3c(c2)OCCO3)cc1,24,-24*,19,36,27,0.6*,-17*,27,.
COc1ccc(S(=O)(=O)Cl)cc1,113,120,111,93,96,109,111,84,95
Cc1ccc2[nH]c(=O)c3c(c2c1)Oc1ncn2nc(C)nc2c1C3c1ccc(Cl)cc1 (stereo not drawn),89,103,104,89,82,99,96,91,81
CCCCCCC[C@@H](O)CC(=O)N[C@@H](CC(C)C)C(=O)N[C@@H](CC(C)C)C(=O)N[C@H](CCC(N)=O)C(=O)N[C@@H](CC(C)C)C(=O)N[C@H](CO)C(=O)N[C@H](C(=O)N[C@H](CC(C)C)C(=O)N[C@@H](CC(C)C)C(=O)O)[C@@H](C)CC,95,103,110,130,105,91,103,100,101
CO/N=C(/C(=O)NC1C(=O)N2C(C(=O)O)=C(C[N+]3(C)CCCC3)CSC12)c1csc(N)n1 (stereo not drawn),111,114,105,102,101,106,110,101,120
Cc1ccc(S(=O)(=O)NCCC2CC2[C@@H](O)[C@H](O)c2ccccc2)cc1 (stereo partly drawn),106,105,109,111,102,101,107,102,97
CC1=C(C(=O)c2cnccn2)C(c2ccc(F)cc2)NC(=O)N1 (stereo not drawn),106,117,106,98,106,113,113,102,97

# 3 compounds drawn at random from the list so far, as already listed:
smiles,OVCAR-8,OVCAR-3,HCC-2998,OVCAR-5,PC-3,KM12,DU-145,SW-620,OVCAR-4
CC(C)c1ccc2c(c1)CC[C@H]1[C@](C)(C#N)CCC[C@]21C,96,112,112,102,94,107,109,102,100
COc1ccc(C(C)=O)cc1N,107,103,93,93,100,101,111,108,107
O=C(O)c1cn(C2CC2)c2cc(N3CCN(Cc4n[nH]c(=S)n4-c4ccccc4)CC3)c(F)cc2c1=O,106,109,100,101,102,97,103,102,109

# Next results follow.
smiles,OVCAR-8,OVCAR-3,HCC-2998,OVCAR-5,PC-3,KM12,DU-145,SW-620,OVCAR-4
c1cc2c3c(cccc3c1)-c1nc3nccnc3nc1-2,90,93,98,108,86,82,93,84,80
O=c1/c(=C/c2ccccc2Cl)sc2nc(-c3ccccc3)nn12,98,108,105,120,72,90,93,107,.
O=[N+]([O-])c1ccc2c(c1)C(=Nc1ccc(N=C3c4cc([N+](=O)[O-])ccc4-c4ccc([N+](=O)[O-])cc43)cc1)c1cc([N+](=O)[O-])ccc1-2,98,102,101,114,101,95,97,101,98
CCNC=O,106,122,101,112,102,109,121,114,121
O=C1/C(=C/c2ccc3ccccc3n2)SC(=S)N1Cc1ccco1,89,89,107,94,88,96,106,92,84
CC(=O)NC(C)Cc1ccc([N+](=O)[O-])cc1 (stereo not drawn),100,112,105,95,93,102,110,105,116
CCCCCCC(C)c1ccccc1O (stereo not drawn) (tested in a mixture with another compound),110,111,103,104,95,107,116,103,.

# Complete entries from above. Values in the order: OVCAR-8, OVCAR-3, HCC-2998, OVCAR-5, PC-3, KM12, DU-145, SW-620, OVCAR-4
# Profile of `CCNC=O` = 106, 122, 101, 112, 102, 109, 121, 114, 121
# Profile of `CC(=O)NC(C)Cc1ccc([N+](=O)[O-])cc1` (stereo not drawn) = 100, 112, 105, 95, 93, 102, 110, 105, 116
# Profile of `O=C1/C(=C/c2ccc3ccccc3n2)SC(=S)N1Cc1ccco1` = 89, 89, 107, 94, 88, 96, 106, 92, 84
# Profile of `O=c1/c(=C/c2ccccc2Cl)sc2nc(-c3ccccc3)nn12` = 98, 108, 105, 120, 72, 90, 93, 107, .
# Profile of `CCCCCCC(C)c1ccccc1O` (stereo not drawn) (tested in a mixture with another compound) = 110, 111, 103, 104, 95, 107, 116, 103, .
